Screens deposited in PubChem BioAssay by National Center for Advancing Translational Sciences (NCATS).
RORg inh: blocks mouse ROR gamma transcriptional activity; P51450; Drosophila S2 Gal4-RORgamma UAS-luciferase reporter, 20 h; Potency, µM (top dose mostly 53.6 µM), for the others: at the highest dose activity change, negative = inhibition, most hits filed as inhibitors; hit rate 5.4% among 310,000; AID 2551; also: potency is read from the fitted curve at half-maximal effect; % is scaled to controls: 0 for no effect and ±100 for the full control effect; nearly all actives have a fitted effect of over 60% in size
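Stably transfected Drosophila Schneider cells are the test system, with ROR gamma fused to Gal4 and luciferase under UAS control; luminescence is read after 20 hr of 700 uM copper sulfate induction at ambient temperature.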
VP16 counter: inhibits Gal4-VP16 luciferase reporter, ROR gamma counter-screen; hit rate 3.5% among 310,000; Potency, µM (doses to about 53.6 µM), for inactives: at the highest dose activity, negative = inhibition, usual class: inhibitors; Drosophila S2 Gal4-VP16 UAS-luciferase, luminescence, 20 h;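 also: Gal4-VP16 expression switched on by copper sulfate through the metallothionein promoter; potency is read from the fitted curve at half-maximal effect; % is scaled to controls: 0 for no effect and ±100 for the full control effect; nearly all actives have a fitted effect of over 50% in size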
TRPV1 agonist: human TRPV1 agonism; Q8NER1; TRPV1-expressing cells, Fluo-8 calcium influx, agonist mode; activation, % at 8.33 µM; hit rate 0.19% among 320,000; in the data active = activation above about 80%; inconclusive = between about 30% and that limit; also: 0% is about no effect
Target sequence (Q8NER1 whole entry, looked up): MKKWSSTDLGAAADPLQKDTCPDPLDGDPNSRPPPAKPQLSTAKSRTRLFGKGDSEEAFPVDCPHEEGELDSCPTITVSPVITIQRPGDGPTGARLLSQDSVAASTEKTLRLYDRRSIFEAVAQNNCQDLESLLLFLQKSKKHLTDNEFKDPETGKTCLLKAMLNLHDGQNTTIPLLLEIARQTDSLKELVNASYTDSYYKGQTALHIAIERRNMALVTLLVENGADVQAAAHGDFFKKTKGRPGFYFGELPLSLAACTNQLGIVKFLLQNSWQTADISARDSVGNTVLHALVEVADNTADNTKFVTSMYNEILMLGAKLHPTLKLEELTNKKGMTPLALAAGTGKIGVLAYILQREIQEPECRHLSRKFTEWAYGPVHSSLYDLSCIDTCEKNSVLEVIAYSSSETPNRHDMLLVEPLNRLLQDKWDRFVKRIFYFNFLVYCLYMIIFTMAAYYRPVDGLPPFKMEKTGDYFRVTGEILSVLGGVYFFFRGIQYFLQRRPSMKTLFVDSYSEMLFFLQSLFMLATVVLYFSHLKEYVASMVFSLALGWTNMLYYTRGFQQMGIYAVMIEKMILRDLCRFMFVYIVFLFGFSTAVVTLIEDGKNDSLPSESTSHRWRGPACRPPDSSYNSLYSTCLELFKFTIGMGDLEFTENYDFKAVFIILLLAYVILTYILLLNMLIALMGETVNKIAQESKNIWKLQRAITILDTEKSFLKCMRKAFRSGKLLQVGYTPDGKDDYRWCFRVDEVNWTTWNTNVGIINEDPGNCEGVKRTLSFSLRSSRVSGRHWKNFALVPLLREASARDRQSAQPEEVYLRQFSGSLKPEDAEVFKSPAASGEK
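TRPV1-expressing cells were cultured overnight at 35.5C and loaded with Fluo-8 calcium dye for 40 to 90 min at room temperature. After a 10 s baseline, compound was added and calcium influx was read kinetically for 3 min (ex 480/em 520 nm).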
NPC1 prom act: activates the NPC1 promoter; Potency, µM (highest dose often 9.22 µM), for inactives: top-dose activation, hits mostly activators; Huh7 NPC1 promoter luciferase reporter, 24 h; hit rate 2.4% among 320,000; AID 485313;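 also: potency is read from the fitted curve at half-maximal effect; % of control where 0% means no effect; nearly all actives have a fitted effect of over 60% in size; reporter is driven by a mutant NPC1 promoter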
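Luciferase expression driven by the NPC1 promoter was measured in stably transfected Huh7 cells after a 24 h compound incubation, using a luciferase reagent and a luminescence read.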
Rab9 prom act: activates the Rab9 promoter; Huh7 Rab9 promoter-luciferase reporter, luminescence, 24 h; hit rate 2.8% among 320,000; Potency, µM (titrated, usually from 9.22 µM), inactives show at the top dose activation, negative = inhibition, usual class: activators; AID 485297; also: potency is read from the fitted curve at half-maximal effect; % of control where 0% means no effect; nearly all actives have a fitted effect of over 60% in size
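Stable Rab9-luc Huh7, 1500 cells/well, 2 h settle; cmpd in DMSO, 24 h, 37 °C/5% CO2; luciferase reagent 10 min RT; luminescence.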
Tb PFK inh: inhibitors of T. brucei phosphofructokinase; O15648; T. brucei PFK, ADP-Glo luminescence; Potency, µM (doses to about 57.5 µM), without a hit: at the highest dose activity, negative = inhibition, most hits filed as inhibitors; hit rate 0.17% among 330,000; AID 485367;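 also: potency is read from the fitted curve at half-maximal effect; 0% = uninhibited 1x PFK enzyme wells and -100% = no-enzyme wells; nearly all actives have a fitted effect of over 60% in size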
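Luminescent ADP detection (ADP-Glo, two-step: ATP depletion then ADP-to-ATP conversion for luciferase) reported PFK activity after 45 min room-temperature reaction of 1.25 nM enzyme with 0.5 mM F6P and 0.1 mM ATP at pH 8.0.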
p53 reactivation: mutant p53 re-activation in reporter cells | H1299 p53-A138V BP100-luciferase reporter, luminescence, 24 h | Potency, µM (top dose mostly 92.2 µM), for inactives: at the highest dose activity change, positive = activation, most hits filed as activators | hit rate 0.063% among 320,000; also: potency is read from the fitted curve at half-maximal effect; % of control where 0% means no effect; nearly all actives have a fitted effect of over 45% in size
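H1299 (p53-null), stable ts p53-A138V + BP100-Luc; 1000 cells/well, Opti-MEM/10% FBS; cpd 4 pt, 1:5; 24 h, 37 deg C, 5% CO2; detection reagent 10 min RT; luminescence.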
FLuc modulator: firefly luciferase modulation, counter-screen for miR-21 project; P08659; purified FLuc, Km substrates, luminescence inhibition; Potency, µM (top dose mostly 57.5 µM), inactives show at the top dose activity change, negative = inhibition, usual class: inhibitors; hit rate 6.9% among 360,000;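 also: potency is read from the fitted curve at half-maximal effect; plate controls were vehicle for no effect and reference inhibitor for full effect; nearly all actives have a fitted effect of over 55% in size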
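Purified P. pyralis luciferase (10nM final) with 10uM D-luciferin and 10uM ATP (Km levels) in 50mM Tris acetate pH 7.5, 10mM Mg acetate, 0.01% Tween-20, 0.05% BSA; qHTS 6-point titration, ~60 µM downward; luminescence read.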
BRCA1 expr act: increases BRCA1 expression; MCF7-BRCA1-FFLuc reporter, luminescence, 48 h; response scale: scaled: vehicle 0%, 10 µM genistein 100%; Potency, µM (series often up to 46.1 µM), without a hit: at the highest dose activation, actives largely listed as activators; hit rate 1.1% among 380,000; also: potency is read from the fitted curve at half-maximal effect; nearly all actives have a fitted effect of over 80% in size; some results filed as inactive show a strong effect at the top dose
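48 h compound treatment of MCF7-BRCA1-FFLuc cells (phenol-red free MEM, 37 °C), then 15 min with luciferase substrate and luminescence imaging.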
ELG1 repair inh: ELG1-dependent DNA repair inhibition. HEK293T ELG1-luciferase reporter, luminescence, 16 h; DNA damage induced by 5-fluorouridine. Potency, µM (top dose mostly 46.1 µM), for inactives: at the top dose activity change, negative = inhibition, usual class: inhibitors. hit rate 2.3% among 330,000. AID 504467; also: potency is read from the fitted curve at half-maximal effect; % is scaled to controls: 0 for no effect and ±100 for the full control effect; nearly all actives have a fitted effect of over 55% in size
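In this reporter screen, reduction of luminescence relative to DMSO vehicle indicated activity. Compounds and 5-fluorouridine were added together to 2,000 cells per well, incubated for 16 hr at 37 °C, then developed with ONE-Glo.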
ELG1 genotoxic: genotoxicity induction in ELG1-luciferase HEK293T cells | HEK293T ELG1-luciferase reporter, luminescence, 16 h | Potency, µM (titrated, usually from 46 µM), inactives show at the top dose activity change, positive = activation, actives largely listed as activators | hit rate 1.3% among 330,000 | AID 504466; also: potency is read from the fitted curve at half-maximal effect; % of control where 0% means no effect; nearly all actives have a fitted effect of over 60% in size
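Reporter readout depends on ELG1 protein level, which increases with genetic stress. After 16 hr compound exposure at 37 °C, luciferase activity was quantified using ONE-Glo.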
* = called active by the depositor; ? = inconclusive; . = no result given; [ ] = another dose, or the depositor's remark. Unless noted, calls follow the shape of the dose curve; as a rule, active = well fitted curve in the direction sought with a large enough effect; inconclusive = small, poorly fitted or top-dose-only effect, or another doubt; inactive = no such curve, though single readings can be large; an effect the other way counts as inactive or inconclusive.

The first 9 compounds as a preview:
cpd	mol	FLuc modulator	TRPV1 agonist	BRCA1 expr act	NPC1 prom act	Rab9 prom act	ELG1 repair inh
1	COc1ccc(C(=O)COc2ccc3c(C)cc(=O)oc3c2)cc1	?	8	41%	2%	0%	8%
2	O=C(COC(=O)CNS(=O)(=O)c1c(Cl)cccc1Cl)Nc1cccnc1Cl	-1%	-1	-2%	-1%	13%	-3%
3	COCc1cc(=O)[nH]c(Nc2nc(C)c3cc(OC)ccc3n2)n1	-1%	-6	.	-2%	-3%	1%
4	Cc1ccnc(NS(=O)(=O)c2ccc(NC(=O)c3ccc4c(c3)OCCO4)cc2)n1	?	-2	-1%	-3%	1%	4%
5	O=C(CCNC(=O)c1ccc([N+](=O)[O-])cc1)N/N=C/c1ccc(F)cc1	4%	1	0%	-2%	-4%	6%
6	CC(C)(C)c1ccc(OCCC(=O)OCC(=O)Nc2ccc(N3CCOCC3)cc2)cc1	?	13	-39%	4%	2%	10%
7	Cc1cc(C)c(C)c(S(=O)(=O)N2CCCN(C)CC2)c1C	-1%	1	-12%	0%	2%	0%
8	Cc1ccc(-c2nnn(CC(=O)N(CC(=O)NC3CCCC3)c3cnc4ccccc4c3)n2)o1	2%	-1	-14%	1%	3%	-29%
9	Cc1cccc(NC(=S)N2CCCN(c3ncccc3[N+](=O)[O-])CC2)c1	1%	0	-3%	1%	-6%	0%

cpd	Tb PFK inh	RORg inh	p53 reactivation	VP16 counter	ELG1 genotoxic
1	-1%	-13%	3%	-12%	3%
2	10%	-6%	-8%	5%	0%
3	-4%	-15%	2%	-3%	-4%
4	0%	32%	0%	0%	8%
5	4%	13%	-2%	4%	0%
6	0%	.	10%	.	3%
7	0%	?	7%	-15%	-3%
8	-2%	0%	-4%	-9%	-1%
9	-12%	?	1%	25%	1%

This part in full, previewed entries included:
cpd	mol	FLuc modulator	TRPV1 agonist	BRCA1 expr act	NPC1 prom act	Rab9 prom act	ELG1 repair inh
1	COc1ccc(C(=O)COc2ccc3c(C)cc(=O)oc3c2)cc1	?	8	41%	2%	0%	8%
2	O=C(COC(=O)CNS(=O)(=O)c1c(Cl)cccc1Cl)Nc1cccnc1Cl	-1%	-1	-2%	-1%	13%	-3%
3	COCc1cc(=O)[nH]c(Nc2nc(C)c3cc(OC)ccc3n2)n1	-1%	-6	.	-2%	-3%	1%
4	Cc1ccnc(NS(=O)(=O)c2ccc(NC(=O)c3ccc4c(c3)OCCO4)cc2)n1	?	-2	-1%	-3%	1%	4%
5	O=C(CCNC(=O)c1ccc([N+](=O)[O-])cc1)N/N=C/c1ccc(F)cc1	4%	1	0%	-2%	-4%	6%
6	CC(C)(C)c1ccc(OCCC(=O)OCC(=O)Nc2ccc(N3CCOCC3)cc2)cc1	?	13	-39%	4%	2%	10%
7	Cc1cc(C)c(C)c(S(=O)(=O)N2CCCN(C)CC2)c1C	-1%	1	-12%	0%	2%	0%
8	Cc1ccc(-c2nnn(CC(=O)N(CC(=O)NC3CCCC3)c3cnc4ccccc4c3)n2)o1	2%	-1	-14%	1%	3%	-29%
9	Cc1cccc(NC(=S)N2CCCN(c3ncccc3[N+](=O)[O-])CC2)c1	1%	0	-3%	1%	-6%	0%
10	Cc1cc(C)c2nc(SCC(=O)Nc3ccc(S(=O)(=O)N4CCCC4)cc3)c(C)cc2c1	4%	0	2%[1.84 µM]	3%	1%	2%
11	CN(C)/C=N/c1ncc(C(=O)c2ccc(Cl)cc2)s1	?	17	107%	28%	6%	?
12	O=C(/C=C/c1ccco1)NC(=S)Nc1nc(-c2ccc(Cl)cc2)cs1	2%	0	-32%	-16%	-8%	21%
13	Cc1ccc(S(=O)(=O)N2CCCCC2)cc1NC(=O)CCNC(=O)c1ccc([N+](=O)[O-])cc1	-1%	2	-17%	-1%	-10%	-28%
14	COC(=O)[C@]1(Cc2ccccc2)N[C@H](CN(C)C(=O)Nc2ccc(F)cc2)[C@@H]2C(=O)N(C)C(=O)[C@@H]21	.	.	-7%	.	.	12%
15	CCOC(=O)C1CCN(C(=O)CSc2cc(=O)n(CC)c3ccccc23)CC1	-2%	4	47%	-5%	-9%	?

cpd	Tb PFK inh	RORg inh	p53 reactivation	VP16 counter	ELG1 genotoxic
1	-1%	-13%	3%	-12%	3%
2	10%	-6%	-8%	5%	0%
3	-4%	-15%	2%	-3%	-4%
4	0%	32%	0%	0%	8%
5	4%	13%	-2%	4%	0%
6	0%	.	10%	.	3%
7	0%	?	7%	-15%	-3%
8	-2%	0%	-4%	-9%	-1%
9	-12%	?	1%	25%	1%
10	0%	-3%	4%	?	5%
11	7%	?	13%	1%[0.365 µM]	16µM*
12	-8%	14µM*	13%	?	-1%
13	2%	.	-5%	.	-7%
14	0%	.	8%	.	1%
15	-2%	-9%	-12%	4%	?

Exported as labelled records: entries from further up
[5] O=C(CCNC(=O)c1ccc([N+](=O)[O-])cc1)N/N=C/c1ccc(F)cc1
  FLuc modulator: 4%; TRPV1 agonist: 1; BRCA1 expr act: 0%; NPC1 prom act: -2%; Rab9 prom act: -4%; ELG1 repair inh: 6%; Tb PFK inh: 4%; RORg inh: 13%; p53 reactivation: -2%; VP16 counter: 4%; ELG1 genotoxic: 0%
[7] Cc1cc(C)c(C)c(S(=O)(=O)N2CCCN(C)CC2)c1C
  FLuc modulator: -1%; TRPV1 agonist: 1; BRCA1 expr act: -12%; NPC1 prom act: 0%; Rab9 prom act: 2%; ELG1 repair inh: 0%; Tb PFK inh: 0%; RORg inh: ?; p53 reactivation: 7%; VP16 counter: -15%; ELG1 genotoxic: -3%

(next part)
cpd	mol	FLuc modulator	TRPV1 agonist	BRCA1 expr act	NPC1 prom act	Rab9 prom act	ELG1 repair inh
16	O=C(CC(CC(=O)c1ccc(Cl)cc1)c1ccccc1C(=O)O)c1ccc(Cl)cc1	4%	-3	2%	-6%	-1%	0%
17	COc1ccc(-c2cc(C(F)(F)F)n3nc(C(=O)N4CCN(C(=O)c5ccco5)CC4)cc3n2)cc1	4%	2	0%	-5%	0%	?
18	Cc1ccc(CNS(=O)(=O)/C=C/c2ccc3c(c2)OCO3)cc1	-7%	1	22%	-4%	-4%	11%
19	CN(C)c1ccc(CN2CCC(C(N)=O)CC2)cc1	0%	1	2%	-10%	-2%	-3%
20	CCOc1ccccc1C1CC(=O)NC2=C1C(=O)CC(C)(C)C2 (configuration not stated)	2%	0	-23%	3%	-9%	8%
21	CC(=O)Cn1cnc2c(cnn2-c2ccccc2)c1=O	-19%	-2	65%	20%	14%	?
22	Cc1cc(N2CCN(c3ccc(F)cc3)CC2)n2ncnc2n1	-3%	5	30%	-4%	-5%	-7%

cpd	Tb PFK inh	RORg inh	p53 reactivation	VP16 counter	ELG1 genotoxic
16	-5%	38%[1.91 µM]	.	2%	-4%
17	0%	0%	5%	-2%	-5%
18	-4%	45%	3%	-3%	-2%
19	-2%	5%	1%	2%	-4%
20	-1%	37%	-8%	0%	3%
21	3%	22%	.	-8%	9%
22	1%	2%	2%	3%	-7%
